# TbREL1 primary = TbREL1 RNA ligase inhibitors, primary screen, biochemical, FRET fluorescence | RNA-editing ligase 1, mitochondrial (Trypanosoma brucei brucei), P86926 | TbREL1 RNA ligation | inhibition, % at 9.66 µM | 89,000 tested, 0.49% active | AID 1117264, 2014;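 active means inhibition above the mean inhibition across all screened compounds plus 3 SD, cut at about 11% in these data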;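 further: 0% = plate median of test wells and 100% = NSC42067 control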
# Target sequence (P86926 whole entry, looked up): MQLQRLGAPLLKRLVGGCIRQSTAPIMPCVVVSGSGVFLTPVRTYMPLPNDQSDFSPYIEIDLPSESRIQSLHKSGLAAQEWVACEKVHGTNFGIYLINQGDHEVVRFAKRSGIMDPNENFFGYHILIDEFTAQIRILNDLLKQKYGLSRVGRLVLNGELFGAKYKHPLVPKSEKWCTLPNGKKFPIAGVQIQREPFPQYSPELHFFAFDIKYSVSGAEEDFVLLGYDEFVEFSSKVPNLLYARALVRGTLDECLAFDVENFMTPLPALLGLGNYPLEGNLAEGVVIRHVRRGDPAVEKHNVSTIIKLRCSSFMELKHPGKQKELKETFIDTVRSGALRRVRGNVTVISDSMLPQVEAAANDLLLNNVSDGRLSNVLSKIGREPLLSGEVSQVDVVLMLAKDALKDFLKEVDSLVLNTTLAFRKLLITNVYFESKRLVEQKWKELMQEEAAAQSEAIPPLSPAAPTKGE
# An asterisk follows results filed as active.
SMILES	TbREL1 primary
CCCN1C(=O)c2cc(C(=O)NCCc3cccc(C)c3)ccc2C1O (stereo not given)	0
Cc1ccc(C(=O)CC2C(=O)N(c3ccccc3)C(=S)N2c2ccccc2)cc1 (stereo not given)	-2
CCOC(=O)C1=C(COC(=O)c2cc(Br)c(Br)s2)NC(=O)NC1C (stereo not given)	-2
CCN(CC)S(=O)(=O)c1ccc(OCC(=O)NC(=O)Cc2ccccc2)c([N+](=O)[O-])c1	-1
O=C(CN(C(=O)CCC(=O)Nc1nccs1)c1ccccc1F)NCCc1ccccc1	1
COC(=O)[C@]12CCCCC=C1N(CCC1=CCCCC1)C(=O)[C@H](CC(=O)NCc1ccc(OC)c(OC)c1)C2	8
O=C1NC(Cc2ccccc2)c2nc3ccc(Cl)cc3c(=O)n2-c2ccc(Cl)cc21 (stereo not given)	-1
S=c1[nH]nc(-c2ccccc2Cl)n1/N=C/C=C/c1ccco1	4
CCOC(=O)c1c(-c2ccccc2)csc1NC(=O)/C(C#N)=C/c1ccc(O)c(OC)c1	-2
CN(C(=O)Nc1ccc(Cl)cc1)n1cnc2ccccc2c1=O	2
O=C(Cc1cccc2ccccc12)Nc1ccc(Br)cc1C(=O)O	0
Nc1ccc2nc(-c3cccnc3)[nH]c2c1	0
CC1CCCCC1NC(=O)COC(=O)c1ccc(S(=O)(=O)N2CCOCC2)cc1 (stereo not given)	-2
C=CCN(c1ccc(F)cc1)S(=O)(=O)c1cc(C(=O)NC2CCC(O)CC2)ccc1Cl (stereo not given)	-3
C=CCn1c(SCC(=O)Nc2cc(C)nn2-c2ccccc2)nnc1C1CCCCC1	0
CSCCC(c1nnnn1-c1c(C)cccc1C)N1CCN(C/C=C/c2ccccc2)CC1 (stereo not given)	-4

# As a short view, 15 of the compounds above.
SMILES	TbREL1 primary
Cc1ccc(C(=O)CC2C(=O)N(c3ccccc3)C(=S)N2c2ccccc2)cc1 (stereo not given)	-2
CCOC(=O)C1=C(COC(=O)c2cc(Br)c(Br)s2)NC(=O)NC1C (stereo not given)	-2
CCN(CC)S(=O)(=O)c1ccc(OCC(=O)NC(=O)Cc2ccccc2)c([N+](=O)[O-])c1	-1
O=C(CN(C(=O)CCC(=O)Nc1nccs1)c1ccccc1F)NCCc1ccccc1	1
COC(=O)[C@]12CCCCC=C1N(CCC1=CCCCC1)C(=O)[C@H](CC(=O)NCc1ccc(OC)c(OC)c1)C2	8
O=C1NC(Cc2ccccc2)c2nc3ccc(Cl)cc3c(=O)n2-c2ccc(Cl)cc21 (stereo not given)	-1
S=c1[nH]nc(-c2ccccc2Cl)n1/N=C/C=C/c1ccco1	4
CCOC(=O)c1c(-c2ccccc2)csc1NC(=O)/C(C#N)=C/c1ccc(O)c(OC)c1	-2
CN(C(=O)Nc1ccc(Cl)cc1)n1cnc2ccccc2c1=O	2
O=C(Cc1cccc2ccccc12)Nc1ccc(Br)cc1C(=O)O	0
Nc1ccc2nc(-c3cccnc3)[nH]c2c1	0
CC1CCCCC1NC(=O)COC(=O)c1ccc(S(=O)(=O)N2CCOCC2)cc1 (stereo not given)	-2
C=CCN(c1ccc(F)cc1)S(=O)(=O)c1cc(C(=O)NC2CCC(O)CC2)ccc1Cl (stereo not given)	-3
C=CCn1c(SCC(=O)Nc2cc(C)nn2-c2ccccc2)nnc1C1CCCCC1	0
CSCCC(c1nnnn1-c1c(C)cccc1C)N1CCN(C/C=C/c2ccccc2)CC1 (stereo not given)	-4

# Further compounds follow:
SMILES	TbREL1 primary
COCCNC(=O)C(c1ccco1)N(Cc1ccc(OC)cc1)C(=O)Cn1nnc2ccccc21 (stereo not given)	3
O=[N+]([O-])c1ccc(C(O)C23CN4CN(CN(C4)C2)C3)cc1 (stereo not given)	2
CCC(=O)c1ccc(OCC(=O)OCC(=O)c2cc(C)n(CC3CCCO3)c2C)cc1 (stereo not given)	-1
CCOC(=O)C1CCCN(C(=O)c2cc3ccccc3cc2OC)C1 (stereo not given)	3
Cn1cnnc1SCc1ccccc1Br	-2
O=C(CSc1nc2ccccc2c(=O)n1-c1ccc(F)c(Cl)c1)Nc1ccc2c(c1)CCC2	2
Cc1ccc(CSc2nnc(-c3cc(-c4ccc(C)cc4)n[nH]3)n2N)cc1	2
Cc1ccc(S(=O)(=O)N(C)c2ccc(OCC(=O)NCc3ccco3)cc2)cc1	-2
COc1ccc(NC(=O)c2cccc(OC(=S)N3CCOCC3)c2)cc1	5
O=C(Nc1ccc2c(c1)OCCO2)C1CCN(C(=O)c2ccccc2)CC1	-1
C=CCn1c(Cc2c[nH]c3ccccc23)n[nH]c1=S	-1
CCCCNC(=O)C(Cc1ccccc1)NS(=O)(=O)c1ccc2c(c1)c(=O)n(C)c(=O)n2C (stereo not given)	6
CCOC(=O)C(=CNc1cc(C(F)(F)F)ccc1N1CCOCC1)C(=O)OCC	-2
O=C(CCS(=O)(=O)c1ccccc1)Nc1ccc(F)cc1Cl	0
CCOc1ccc(C(=O)NC2CC(=O)N(c3ccc4c(c3)OCCO4)C2)cc1 (stereo not given)	1
Clc1cccc(Cl)c1-c1nnc2ccc(N3CCOCC3)nn12	3
Cc1cccc(-n2cc3c(=O)n(C)c(=O)n(C)c3c2)c1	5
CCc1ccc(NC(=O)C(C)OC(=O)CC(NC(C)=O)c2ccccc2)cc1 (stereo not given)	-4
Cc1ccccc1Nc1nc(N)nc(CSc2nnnn2C)n1	-2
COc1ccc(S(=O)(=O)N2CCN(C(=O)CNC(=O)c3ccc4c(c3)OCO4)CC2)cc1	-3
COCCn1c(SCC(=O)N2CCCC(C)C2)nnc1-c1ccco1 (stereo not given)	-1
COC(=O)c1ccccc1NC(=S)N1CCN(C2CCCCC2)CC1	-2
COc1ccc(C2Nc3ccccc3C(=O)N2Cc2ccco2)cc1CN1C(=O)c2ccccc2C1=O (stereo not given)	-1
Cc1ccc(/C=N/NC(=O)c2nnn(-c3nonc3N)c2CSc2ccc(Cl)cc2)o1	3
Cc1c(C(=O)NCc2cccc(Cl)c2)sc(=O)n1Cc1ccc(F)cc1	2
CC(Nc1nc2ncn(Cc3ccccc3)c2c(=O)[nH]1)C(=O)O (stereo not given)	3
FC(F)(F)Oc1ccc(Cn2ccc3ccc(-c4ccc5ccn(Cc6ccc(OC(F)(F)F)cc6)c5c4)cc32)cc1	-1
O=C(Cn1ccnc1)c1ccc(O)c(O)c1	0
CCC(C)NC(=O)Cn1cc2c(n1)CCC(C)C2 (stereo not given)	0
CO/C([O-])=N/c1c[n+](-c2ccc(Cl)cc2)no1	1
Cc1ccc2nc(NC(=O)c3ccco3)sc2c1	2
COC(=O)c1ccc2nc(C3CCCCC3)c(Cc3cccc(F)c3)n2c1	1
COc1cccc(NS(=O)(=O)c2ccc3c(c2)NC(=O)C(C)S3)c1 (stereo not given)	1
CCOC(=O)c1cc(-c2ccc(Cl)cc2)nc2c1c(C)nn2CCC#N	0
CN(c1ccccc1)S(=O)(=O)c1cccc(C(=O)NC2CCCCC2)c1	0
NNC(=O)c1cccc(COc2cccc(Br)c2)c1	6
N#Cc1c(N)c(C(=O)c2ccccc2)n2c1CCC2	-1
COc1ccc2cc(C(=O)C3CCCN(C(=O)c4ccnn4C)C3)ccc2c1 (stereo not given)	-1
CCOC(=O)c1c(Nc2nc(C)c(C(=O)NC)s2)sc(C)c1C	-4
O=C(CN1C(=O)C2CC=CCC2C1=O)Nc1ccc(S(=O)(=O)Nc2nccs2)cc1 (stereo not given)	-1
Cn1c(CCN2CCOCC2)nc2cc(NC(=O)COc3ccccc3)ccc21	-2
Brc1cnc(N2CCCC2)nc1N1CCCCC1	1
COc1ccc(CN(CC(=O)NC2CCCC2)C(=O)c2csnn2)cc1	-1
CN(C)S(=O)(=O)c1cccc(N=c2scc(-c3ccc4c(c3)NC(=O)CO4)n2CC2CCCO2)c1 (stereo not given)	-1
CC1=C(C(=O)N(C(C)C)C(C)C)CC(CC(=O)NCC2CCCCC2)C(=O)N1Cc1ccccc1 (stereo not given)	0
Cc1ccc([C@@H]2[C@@H]3C(=O)N(C)C(=O)[C@@H]3[C@]3(Cc4ccccc4)C(=O)N(CCO)CC(=O)N23)o1	-2
CN(C)C(CNc1ccc(C(F)(F)F)cc1[N+](=O)[O-])c1ccccc1 (stereo not given)	-3
O=C(O)C1CCCN1C(=O)Nc1ccc(F)cc1 (stereo not given)	0
Cn1c(=O)c(=O)n(C)c2cc(S(=O)(=O)N3CCN(Cc4ccc(F)cc4)CC3)ccc21	2
CN(C)c1ccc(-c2nn3c(-c4ccccc4Cl)nnc3s2)cc1	2
CC(C)C(=O)N1CCN(c2ccc([N+](=O)[O-])c(NC(C)c3ccccc3)c2)CC1 (stereo not given)	1
CCCN(CC(=O)Nc1ccccc1OC)C(=O)c1ccc2[nH]c3c(c2c1)CC(C)CC3 (stereo not given)	-5
Cc1ccc(Cn2c(C(C)Nc3nc(C)cs3)nc3cc(Cl)c(Cl)cc32)cc1 (stereo not given)	4
Cc1ccccc1CN1CCCCC(NC(=O)Nc2ccccc2-c2ccccc2)C1=O (stereo not given)	1
CCOC(=O)c1cnc(SC2CC(=O)N(c3ccc(OC)c(OC)c3)C2=O)nc1N (stereo not given)	-1
CCOc1ccc(S(=O)(=O)N2CCCCC2)cc1NC(=O)Cc1ccccc1	0

# Next section
SMILES	TbREL1 primary
CCCNCc1cc(OC)c(OCC(=O)NCCc2ccccc2)cc1Br	3
Cc1cc(C)n(CCCNC(=O)c2ccc(S(=O)(=O)NCc3ccco3)cc2)n1	6
CC1=NNC(=O)C1CC(=O)N/N=C/c1sccc1C (stereo not given)	-4
Cc1nc2ccc(S(=O)(=O)NCC(=O)NCc3ccccc3Cl)cc2s1	0
C[C@H](CO)N1C[C@H](C)[C@@H](CN(C)C(=O)Nc2ccccc2)Oc2c(NS(=O)(=O)c3ccccc3)cccc2C1=O	-5
O=C1Nc2ccc(S(=O)(=O)N3CCCC3C(=O)O)c3cccc1c23 (stereo not given)	2
CC(O)CNCc1ccccc1C(F)(F)F (stereo not given)	5
COC(=O)C1=C(C)N=C2SCCC(=O)N2C1c1ccc(OC(=O)c2ccco2)cc1 (stereo not given)	-3
CCCCOCCCNC(=O)C[C@H]1C[C@@]2(C(=O)OC)C(=C[C@H](C3CCCC3)O[C@@H]2C)N(Cc2ccc(Cl)cc2Cl)C1=O	-2
CCCc1nnc(NC(=O)CN2C(=O)c3ccccc3S2(=O)=O)s1	10
Cc1ccc(-n2c(SCC(=O)Nc3ccc(S(=O)(=O)Nc4cc(C)nc(C)n4)cc3)nnc2-c2cccs2)cc1	-2
CCS(=O)(=O)n1nc(NCc2cccc(OC)c2)nc1NCc1cccc(OC)c1	-5
O=C(CC(Nc1ccc(F)cc1)C(=O)O)c1ccccc1 (stereo not given)	-4
O=C1C2C(c3ccccc3)CC=CC2[C@H](c2ccc3ccccc3c2)N1Cc1ccccc1 (stereo not given in full)	1
CCOc1ccc(NC(=O)CCSc2nnc(C)s2)cc1	0
Cc1cc(/C=N/n2cnnc2)c(C)n1-c1ccc(C(=O)O)cc1	0
Nc1nonc1C(=O)NCCNC(=O)c1ccc(Cl)cc1	-1
Cc1ccc2nc(C)cc(SCC(=O)N/N=C/c3ccco3)c2c1	4
COc1cccc(C2c3c(ncn(-c4ccccc4)c3=N)Oc3ccc4ccccc4c32)c1 (stereo not given)	5
CCCc1c(C)nc(N2CCN(c3cccc(OC)c3)CC2)[nH]c1=O	-1
CC(C)Sc1nnc(NC(=O)C2CC2)s1	-4
Cc1cc(=O)[nH]c(/N=C(\N)Nc2ccc(Oc3ccccc3)cc2)n1	8
COc1ccc(CCN(C)C2CCCN(S(=O)(=O)C(C)C)C2)cc1OC (stereo not given)	-3
CCCCCOc1ccc(C(=O)CCC(=O)NNC(=O)c2ccncc2)cc1	-4
O=C(COC(=O)c1cnccn1)Nc1ccc(Cl)cc1C(F)(F)F	-3
O=C(NCCOc1nc(N2CCOCC2)nc(N2CCOCC2)n1)Nc1ccc(Cl)cc1	1
O=C(c1cccc(S(=O)(=O)N2CCOCC2)c1)N1CCN(c2ccccc2)CC1	1
COc1ccc(-c2cn[nH]c2-c2ccc(OCc3ccc([N+](=O)[O-])cc3)cc2O)cc1OC	2
CCc1c(C)c2nncn2[nH]c1=O	-1
Cc1c(CN(C)C)c2c(n1C)C(=O)c1ccc(Br)cc1-2	-1
Cc1ccc(NS(=O)(=O)c2ccc(C)c(C(=O)NCC(c3ccccc3)N(C)C)c2)cc1 (stereo not given)	-2
Cc1nn(-c2ccccc2)c(C)c1/C=N/n1cnnc1	5
COc1ccc(-c2nnc(SCc3cc(C)cc(C)c3)o2)cc1	2
O=C(O)c1cccc(Nc2nc(C(F)(F)F)nc3ccccc23)c1	-2
O=C(CSc1nc2[nH]c(=O)cc(O)c2s1)Nc1nccs1	11
CCOC(=O)C1CCCN(CC(=O)NC2=Nc3ccccc3N=C(C)C2c2ccccc2)C1 (stereo not given)	-3
CCC[C@H]1[C@@H](NC(=O)c2ccc(OC)cc2)CC[C@@]23CCCN2C(=O)CCC[C@@H]13	-4
O=S1(=O)N[C@H](Cc2ccccc2)COc2cc(N3CCSCC3)ccc21	0
CC1CCN(C(=O)c2[nH]cnc2C(=O)Nc2cccc(Cl)c2)CC1	1
Cc1nn(CCOc2ccccc2)c(=O)n1-c1c(F)cccc1F	-2
COc1ccc(CNC(=O)CCn2c(=O)oc3ccccc32)c(OC)c1	-3
O=S(=O)(c1ccc(F)cc1)N1CCC(c2nc3ccccc3o2)CC1	0
CC1=CCC(C(=O)O)C(C(=O)O)C1 (stereo not given)	3
O=C(CN1C(=O)CSC1=O)NCc1ccccc1	1
C[C@@H](C(=O)N1CCN(C(=O)OC(C)(C)C)CC1)n1cc(CCCN=C(NC(=O)OC(C)(C)C)NC(=O)OC(C)(C)C)nn1	0
CCOC(=O)c1cnc(-n2cc(C)cn2)nc1NCc1ccc2c(c1)OCO2	5

# The list is partial (hit frequency here may not be typical).
